ASK1 inh: ASK1 kinase inhibitors, primary screen, biochemical, AlphaScreen; Mitogen-activated protein kinase kinase kinase 5 (Homo sapiens), Q99683; AlphaScreen MKK6 phosphorylation by ASK1, luminescence; inhibition, % at 7.44 µM; hit rate 0.99% among 22,000; AID 1159602, 2016; in the data active = inhibition above about 35%;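 also: 0% = median of compound wells and 100% = no enzyme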
ULK1 primary: ULK1 kinase inhibitors, primary screen, biochemical, AlphaScreen; AlphaScreen Atg13 phosphorylation by ULK1, luminescence; AID 1259251, 2017; hit rate 1.9% among 30,000; inhibition, % at 5.96 µM; Serine/threonine-protein kinase ULK1 (Homo sapiens), O75385; in the data active = inhibition above about 43%;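 also: 0% = median of compound wells and 100% = no enzyme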
Starred values were filed as active, the others as inactive.

The opening 12 entries (preview)
COc1ccc(-c2nc(NCCCN3CCCC3=O)nc(OC)n2)cc1 was read as ASK1 inh -1 and ULK1 primary 14.
For Cc1cc(NCc2cccc(C(F)(F)F)c2)nc(Nc2cccnc2)n1 the results were ASK1 inh -22 and ULK1 primary -9.
For O=C(Nc1ccc2[nH]ncc2c1)C1CCCN(C(=O)[C@@H](O)c2ccccc2Cl)C1 (some centres undefined) the results were ASK1 inh -26 and ULK1 primary -2.
`Cc1ccccc1COc1cccc2ccc(N3CCC(C(N)=O)CC3)nc12` gave ULK1 primary -37.
For Cc1c(C(=O)O)c2cc(O)ccc2n1C the results were ULK1 primary -7.
O=C(Nc1ccccc1)c1ccc2nc(N3CCC(N4CCOCC4)CC3)sc2c1 was read as ASK1 inh -2 and ULK1 primary -2.
Screening CN(C)c1cccc(Nc2cc(NCCCN3CCCC3=O)ncn2)c1 returned ASK1 inh 1 and ULK1 primary 10.
For CC(=O)N[C@H](Cc1ccc(Cl)cc1)c1nc2ncc(-c3ccncc3)cc2[nH]1 the results were ASK1 inh 16 and ULK1 primary 5.
For c1ccc(CNc2ncnc3nc(N4CCN(Cc5ccc6c(c5)OCO6)CC4)[nH]c23)cc1 the results were ASK1 inh 0 and ULK1 primary -13.
For COc1c(C)cnc2c1c(=O)n(CC#N)c(=O)n2C the results were ULK1 primary 6.
O=C(NCCCN1CCCC1=O)c1cccc(N2CCc3ccccc3C2)n1 was read as ASK1 inh -7 and ULK1 primary 10.
For O=C(NCc1cccc(C(F)(F)F)c1)c1cnc(NC2CCN(Cc3ccccc3)CC2)s1 the results were ASK1 inh -4 and ULK1 primary -16.

This part in full, from the start:
COc1ccc(-c2nc(NCCCN3CCCC3=O)nc(OC)n2)cc1 was read as ASK1 inh -1 and ULK1 primary 14.
For Cc1cc(NCc2cccc(C(F)(F)F)c2)nc(Nc2cccnc2)n1 the results were ASK1 inh -22 and ULK1 primary -9.
For O=C(Nc1ccc2[nH]ncc2c1)C1CCCN(C(=O)[C@@H](O)c2ccccc2Cl)C1 (some centres undefined) the results were ASK1 inh -26 and ULK1 primary -2.
`Cc1ccccc1COc1cccc2ccc(N3CCC(C(N)=O)CC3)nc12` gave ULK1 primary -37.
For Cc1c(C(=O)O)c2cc(O)ccc2n1C the results were ULK1 primary -7.
O=C(Nc1ccccc1)c1ccc2nc(N3CCC(N4CCOCC4)CC3)sc2c1 was read as ASK1 inh -2 and ULK1 primary -2.
Screening CN(C)c1cccc(Nc2cc(NCCCN3CCCC3=O)ncn2)c1 returned ASK1 inh 1 and ULK1 primary 10.
For CC(=O)N[C@H](Cc1ccc(Cl)cc1)c1nc2ncc(-c3ccncc3)cc2[nH]1 the results were ASK1 inh 16 and ULK1 primary 5.
For c1ccc(CNc2ncnc3nc(N4CCN(Cc5ccc6c(c5)OCO6)CC4)[nH]c23)cc1 the results were ASK1 inh 0 and ULK1 primary -13.
For COc1c(C)cnc2c1c(=O)n(CC#N)c(=O)n2C the results were ULK1 primary 6.
O=C(NCCCN1CCCC1=O)c1cccc(N2CCc3ccccc3C2)n1 was read as ASK1 inh -7 and ULK1 primary 10.
For O=C(NCc1cccc(C(F)(F)F)c1)c1cnc(NC2CCN(Cc3ccccc3)CC2)s1 the results were ASK1 inh -4 and ULK1 primary -16.
For COc1ccc2sc(/C=C(\C)SC)[n+](CCCS(=O)(=O)O)c2c1 the results were ULK1 primary 3.
Screening c1ccc(Oc2ccc(Nc3nc(-c4csc5ccccc45)nc4c3ncn4-c3ccccc3)cc2)cc1 returned ASK1 inh -5 and ULK1 primary 3.
Screening CC(C)N(CCNc1nc(-c2ccc(N3CCN(C)CC3)cc2)nc2c1ncn2CCN1CCCC1=O)C(C)C returned ASK1 inh -4 and ULK1 primary 7.
`CCCNc1cc(Nc2ncccn2)nc(N)n1` gave ASK1 inh 0 and ULK1 primary -22.
Screening O=C(Nc1ccc(N2CCOCC2)cc1)c1cnc(NCCCN2CCCC2=O)s1 returned ASK1 inh -5 and ULK1 primary 56*.
`O=C(NCc1ccccc1)c1ccc2nc(Nc3ccc4ncccc4c3)sc2c1` gave ASK1 inh 6 and ULK1 primary -8.
For CC(C)n1cnc2c(NCc3cccnc3)nc(Nc3ccccn3)nc21 the results were ASK1 inh -8 and ULK1 primary 7.
Cc1ccc2nc(NC(=O)c3c(C(=O)O)cccc3[N+](=O)[O-])sc2c1 was read as ULK1 primary -5.
For COc1cccc(-c2cnc(NCc3ccc(F)cc3)n2C)c1 the results were ULK1 primary -6.
Screening Oc1ccc(CCNc2cc(Nc3ccc(-n4ccnc4)cc3)ncn2)cc1 returned ASK1 inh -12 and ULK1 primary -12.
`O=C(Nc1nnc2n1CCCS2)c1ccc(Cl)cc1` gave ULK1 primary 2.
For COc1ccc(-c2ncc(C)c(Nc3ccc(N4CCOCC4)cc3)n2)cn1 the results were ASK1 inh 0 and ULK1 primary 2.
For O=C1CCCN1CCCNc1cc(N2CCC(N3CCOCC3)CC2)ncn1 the results were ASK1 inh -17 and ULK1 primary 0.
For Oc1ccc(CCNc2ccnc(-c3csc4ccccc34)n2)cc1 the results were ASK1 inh 7 and ULK1 primary -41.
`CC(C)NC(=O)Cn1c(CO)cnc1SCc1c(F)cccc1Cl` gave ULK1 primary 12.
`c1cnn(-c2ccnc(Nc3ccc(N4CCOCC4)cc3)c2)c1` gave ASK1 inh 6 and ULK1 primary 6.
For COc1cccc2cc(C(=O)Nc3sc4c(c3-c3nc5ccccc5s3)CCN(C)C4)oc12 the results were ULK1 primary 6.
For Nc1cccc(-c2nc3ncnc(NCCCN4CCCC4=O)c3[nH]2)c1 the results were ASK1 inh -9 and ULK1 primary 3.
COc1cc(Nc2cccc(C(=O)NCCOc3ccccc3)n2)cc(OC)c1OC was read as ASK1 inh 6 and ULK1 primary -25.
Screening CC(C)CCC(C(=O)O)C(C)CC(=O)NNC(=O)c1ccco1 (centres undefined) returned ULK1 primary -1.
`CCCNc1nc(NCc2cccnc2)ncc1C` gave ASK1 inh -6 and ULK1 primary 6.
Screening CC(=O)OCC(=O)c1c[nH]c2ccccc12 returned ULK1 primary -6.
`c1ccc(CN2CCC(Nc3nc(N4CCN(Cc5ccc6c(c5)OCO6)CC4)nc4c3ncn4-c3ccccc3)CC2)cc1` gave ASK1 inh 19 and ULK1 primary -7.
`COc1cc2nc(Nc3ccccc3)nc(NCCOc3ccccc3)c2cc1OC` gave ASK1 inh -6 and ULK1 primary -18.
For CC(=O)Nc1ccc(Nc2cc(-c3c(C)nn(C)c3C)ncn2)cc1 the results were ASK1 inh 7 and ULK1 primary -1.
Screening Cc1ncn(-c2ccc(Nc3nccc(-c4ccc(N5CCOCC5)nc4)n3)cc2)n1 returned ASK1 inh 4 and ULK1 primary 17.
For COc1cc(NC(=O)c2cccc(-n3cc(NC(=O)NCc4ccc(Cl)cc4)cn3)c2)ccc1N1CCOCC1 the results were ASK1 inh -9 and ULK1 primary -37.
Screening CNC(=S)NNc1nc(Nc2ccccc2)nc(N2CCOCC2)n1 returned ULK1 primary 0.
`Cc1cnc(Nc2cccc(N(C)C)c2)nc1NCCCN1CCCC1=O` gave ASK1 inh -8 and ULK1 primary 20.
O=C(NCCN1CCOCC1)c1cc(N2CCC(N3CCOCC3)CC2)nc2ccccc12 was read as ASK1 inh -4 and ULK1 primary -5.
Screening Nc1nc(Nc2ccncn2)nc2c1ncn2-c1ccccc1 returned ASK1 inh -10 and ULK1 primary 5.
For CCN(CC)c1nc(NCCc2ccc(O)cc2)nc(N2CCCC2CO)n1 (centres undefined) the results were ASK1 inh -7 and ULK1 primary -17.
For Cn1cc(C(=O)Nc2ccc(Cl)cc2Cl)c2[nH]c(=O)n(-c3ccc(F)cc3)c(=O)c21 the results were ULK1 primary 2.
COc1cc(Nc2nc(C)cc(NC3CCN(Cc4ccccc4)CC3)n2)cc(OC)c1OC was read as ASK1 inh 23 and ULK1 primary -15.
For Cc1ncn(-c2ccc(Nc3ncc4cccc(-c5ncco5)c4n3)cc2)n1 the results were ASK1 inh -11 and ULK1 primary 72*.
Screening COc1ccccc1-n1ncc2c(=O)[nH]c(SCc3cccc(F)c3)nc21 returned ULK1 primary 5.
COc1ccc(-c2cncc(C(=O)NCCc3ccc(O)cc3)c2)cc1 was read as ASK1 inh 8 and ULK1 primary -7.
FC(F)(F)c1ccc(Cn2cnc3c(NCCN4CCOCC4)nc(Nc4nccc5ccccc45)nc32)cc1 was read as ASK1 inh 0 and ULK1 primary -45.
`CCNc1nc(NC2CCN(Cc3ccccc3)CC2)c2ncn(-c3ccccc3)c2n1` gave ASK1 inh -9 and ULK1 primary -6.
`c1nc2nc(Nc3ccc(N4CCOCC4)cc3)nc(NCC3CCCO3)c2[nH]1` (centres undefined) gave ASK1 inh 5 and ULK1 primary 35.
`Oc1ccc2ccccc2c1CN1CCN(Cc2ccc3c(c2)OCO3)CC1` gave ULK1 primary 6.
For CN1CCN(C(=O)c2ccc(-c3nc(NCCO)c4ncn(Cc5ccc(C(F)(F)F)cc5)c4n3)cc2)CC1 the results were ASK1 inh -17 and ULK1 primary -1.
For O=C(NCCN1CCOCC1)c1cccc(Nc2ccc(-n3ccnc3)cc2)c1 the results were ASK1 inh -15 and ULK1 primary -13.
Screening CN(C)C(=O)c1ccc(Nc2cc(Nc3ccccc3C(N)=O)ccn2)cc1 returned ASK1 inh 1 and ULK1 primary 4.
COc1cnc(Nc2ccc(N3CCOCC3)cc2)nc1Nc1ccc(N2CCOCC2)cc1 was read as ASK1 inh -2 and ULK1 primary 17.
Screening O=C(NC1CC1)c1ccnc(N2CCN(Cc3ccc4c(c3)OCO4)CC2)c1 returned ASK1 inh 10 and ULK1 primary -5.
Cc1cc(Nc2ccc(N3CCOCC3)cc2)nc(Nc2cnccn2)n1 was read as ASK1 inh -2 and ULK1 primary 15.
For O=C1Cc2ccccc2N1c1c(Cl)cccc1Cl the results were ULK1 primary -3.
`COc1cc2nc(NCCCN3CCCC3=O)nc(NCCOc3ccccc3)c2cc1OC` gave ASK1 inh -7 and ULK1 primary -5.
CCCc1cc(=O)[nH]c(-n2nc(C)cc2NC(=O)C2CC2)n1 was read as ULK1 primary 7.
Screening N[C@H](Cc1ccc(C(F)(F)F)cc1)c1nc2ccc(-c3ccncc3)cc2[nH]1 returned ASK1 inh 7 and ULK1 primary -5.
`Cc1sc(NC(=O)c2ccc(C(C)(C)C)cc2)c(C(N)=O)c1C` gave ULK1 primary -16.
Screening COc1ccc(-c2cnc(NCC(OC)OC)nc2)cc1 returned ULK1 primary -9.
Screening Nc1cccc(-c2nc3ncnc(NCCOc4ccccc4)c3[nH]2)c1 returned ASK1 inh 15 and ULK1 primary -5.
`Cc1cnc(NCc2cccnc2)nc1NCc1cccnc1` gave ASK1 inh -5 and ULK1 primary -9.
NC(=O)c1ccc(-c2cccc(C(=O)NCc3cccc(C(F)(F)F)c3)n2)cc1 was read as ASK1 inh 1 and ULK1 primary -20.
COc1nc(NCCN(C(C)C)C(C)C)nc(-c2ccc(C(=O)NC3CC3)cc2)n1 was read as ASK1 inh -12 and ULK1 primary -2.
For CC(C)c1nc(N(C)S(C)(=O)=O)nc(-c2ccc(F)cc2)c1/C=C/[C@@H](O)C[C@@H](O)CC(=O)O the results were ULK1 primary -8.
Screening COc1ccc(-c2nc(C(=O)NCc3ccccc3)cs2)cc1 returned ASK1 inh 1 and ULK1 primary -13.
`O=C(O)CCc1nc(-c2ccncc2)no1` gave ULK1 primary -2.
For Oc1ccc(CCNc2nc(NC3CCC(O)CC3)nc3c2ncn3-c2ccsc2)cc1 (centres undefined) the results were ASK1 inh 9 and ULK1 primary -1.
Screening Cc1noc(C)c1-c1cccc(C(=O)NCc2cccc(C(F)(F)F)c2)c1 returned ASK1 inh -8 and ULK1 primary -13.
For Nc1nc(NCCO)cc(-c2ccccc2)n1 the results were ASK1 inh 7 and ULK1 primary 6.
For CC(C)n1cnc2c(N)nc(Nc3ccnn3C)nc21 the results were ASK1 inh -21 and ULK1 primary 11.
Oc1ccc(CCNc2nc(Cl)nc3nc[nH]c23)cc1 was read as ASK1 inh -11 and ULK1 primary -3.
Screening OC(C(F)(F)F)C(F)(F)F returned ULK1 primary 4.
`COc1ccc(CCNC(=O)c2ccc3nc(Nc4ccccc4)sc3c2)cc1` gave ASK1 inh 21 and ULK1 primary -8.
O=S(=O)(NCc1nc(-c2ccncc2)n[nH]1)c1ccc(Cl)cc1 was read as ASK1 inh 7 and ULK1 primary 12.
Screening CCCNc1nc(NCc2ccc3c(c2)OCO3)nc2c1ncn2C1CCCCC1 returned ASK1 inh 26 and ULK1 primary 2.
O=c1c2ccccc2ccc2ccccc12 was read as ULK1 primary -10.
`O=C(NCc1cccc(C(F)(F)F)c1)c1cccc(Nc2nccc3ccccc23)c1` gave ASK1 inh -8 and ULK1 primary -9.
Screening CC(=O)c1cccc(-c2nc(NCc3ccccc3)c3ncn(Cc4ccc(C(F)(F)F)cc4)c3n2)c1 returned ASK1 inh 46* and ULK1 primary -5.
For c1ccc(Nc2nccc(NCCN3CCOCC3)n2)cc1 the results were ASK1 inh 6 and ULK1 primary -13.
CC(C)CC(=O)N1c2ccc(S(C)(=O)=O)cc2NC(=O)C1C (centres undefined) was read as ULK1 primary -8.
COc1ccc(CC(=O)Nc2ccc(-c3cn[nH]c3)cc2N2CCN(C)CC2)cc1 was read as ASK1 inh -17 and ULK1 primary 6.
COc1cc(N2CCOCC2)ccc1Nc1cc(Nc2ccc(F)cc2OC)c(C(F)(F)F)cn1 was read as ASK1 inh 18 and ULK1 primary 26.
For Cc1cnc(Nc2ncccn2)nc1NC1CC1 the results were ASK1 inh -22 and ULK1 primary 16.
`O=C(O)c1ccc([N+](=O)[O-])cc1N1C(=O)C2C3c4ccccc4C(c4ccccc43)C2C1=O` (centres undefined) gave ULK1 primary 9.
Screening CCCNC(=O)c1cc(N2CCCC2CO)nc2ccccc12 (centres undefined) returned ASK1 inh 2 and ULK1 primary -1.
For NC(=O)c1ccc(Nc2nccc(=O)[nH]2)cc1 the results were ASK1 inh 7 and ULK1 primary -1.
For Cc1cnc(Nc2nc3ccccc3n2C)nc1NCCO the results were ASK1 inh 0 and ULK1 primary -1.

Source: PubChem (The Scripps Research Institute Molecular Screening Center)
